Screens: PubChem BioAssay, several laboratories
CF NFkB block: blocks PAF-induced NF-kB reporter in cystic fibrosis cells; KKLEB NF-kB-GFP reporter, GFP fluorescence overnight; inhibition, % at 5 µM; 0.86% of 360,000 active; AID 588850;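 active = at least 50% inhibition at 5 µM, scaled per plate between neutral and stimulator controls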;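 note: PAF is a Pseudomonas aeruginosa culture filtrate used as stimulus; plate controls were PAF-stimulated DMSO wells for no effect and unstimulated DMSO wells for full effect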
NR2E3 ag-1: human photoreceptor-specific nuclear receptor agonism. Q9Y5X4. CHO-S Gal4-NCOR/VP16-NR2E3 two-hybrid, luciferase. inhibition of corepressor binding, % at 3.98 µM. 0.35% of 360,000 active. AID 602229;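 active = inhibition above the mean of all tested compounds plus 3 SD, cut at about 70% in these data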;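 note: 0% = DMSO with NR2E3 transfected cells and 100% = cells lacking NR2E3 construct; higher means lower luciferase signal from less NR2E3 corepressor binding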
Target sequence (Q9Y5X4 whole entry, looked up, the tested form may be a part): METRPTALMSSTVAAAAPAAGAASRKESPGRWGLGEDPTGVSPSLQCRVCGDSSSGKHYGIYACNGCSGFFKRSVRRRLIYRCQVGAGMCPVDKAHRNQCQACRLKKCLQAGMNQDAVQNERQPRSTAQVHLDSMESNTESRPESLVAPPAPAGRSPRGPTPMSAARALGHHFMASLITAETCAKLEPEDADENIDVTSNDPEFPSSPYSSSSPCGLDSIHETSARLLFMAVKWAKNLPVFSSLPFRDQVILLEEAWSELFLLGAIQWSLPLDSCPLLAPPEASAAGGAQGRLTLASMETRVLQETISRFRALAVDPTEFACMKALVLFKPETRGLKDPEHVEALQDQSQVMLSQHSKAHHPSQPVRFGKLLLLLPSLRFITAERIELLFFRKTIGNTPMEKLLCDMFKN
Peg3 promoter: reduces Peg3 promoter-driven luciferase expression in HeLa | HeLa PEG-Prom luciferase reporter, luminescence, overnight | inhibition, % at 20 µM | 1.7% of 360,000 active | AID 588405;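 active = inhibition of at least 50% at 20 µM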
TRPM1 prom inh: inhibitors of MITF-driven TRPM1 promoter in melanoma cells | inhibition, % at 12.5 µM | 0.83% of 330,000 active | SK-MEL-5 TRPM1 promoter luciferase, 24 h;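 active = mean inhibition across replicates of 60% or more, whatever share of single replicates reaches that level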; note: values of inactives mirror those of a sister screen read the other way
TROY signal inh: TROY signaling inhibition; inhibition, % at 10 µM; 0.98% of 360,000 active; Q293 LMP1-TROYcd NF-kB luciferase reporter, 4 h;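 active = compounds whose plate-normalised and pattern-corrected inhibition of the luciferase reporter signal at the single screening dose is 50% or more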
HIF-2a block: blocks HIF-2a reporter activity. 786-0 RCC cells HIF-2a reporter, luciferase luminescence, overnight. inhibition, % at 18.8 µM. 0.72% of 360,000 active. AID 624352;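 active = inhibition of the luminescence signal of 40% or more relative to plate controls, in a single-dose primary screen at 18.75 µM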
TWEAK-Fn14 inh: inhibitors of TWEAK-Fn14 interaction signaling; TWEAK-stimulated Fn14 reporter cells, luciferase luminescence, 8 h; inhibition, % at 10 µM; 2% of 360,000 active; AID 1159606; in the data active = inhibition above about 50%
KKLEB cytotox: counter-screen for CF NF-kB inhibitors: cytotoxicity | KKLEB CF airway cells viability, ATPlite luminescence, overnight; hits give low values; cells stimulated with P. aeruginosa culture filtrate | activity change (cytotoxicity), % at 5 µM | 0.36% of 360,000 active | AID 602141;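 active = corrected activity change at or below -50% at 5 µM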
TRAIL sens C8: sensitizes caspase-8 expressing cells to TRAIL; NB7+C8 cells + TRAIL, ATPlite viability luminescence; inhibition (viability loss, TRAIL sensitization), % at 10 µM; 1% of 360,000 active;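 active = compounds causing at least 50% loss of cell viability in the single-dose screen, relative to plate controls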
NR2E3 ag-2: activates human photoreceptor nuclear receptor NR2E3. GST-NR2E3/biotin-RetCOR TR-FRET, 1536-well. inhibition of corepressor binding, % at 4.78 µM. Q9Y5X4. 0.12% of 320,000 active. AID 2300;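 active = percent inhibition above the cutoff of mean plus 3 SD of all tested compounds, set per screening campaign, cut at about 20% in these data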;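 note: 0% = DMSO wells and 100% = biotin wells as full block of FRET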
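Test system – NR2E3–RetCOR corepressor complex · Quantity – NR2E3 fusion 1.35 nM · Buffer or medium – Tris pH 7.5 · Incubation – Compound–protein incubation for 5 h at 4 °C · Technique – TR-FRET, Eu(K)-anti-GST donor, streptavidin-D2 acceptor, ex 340, em 617/671 nm · Evaluation – percent inhibition of 671/617 nm emission ratio versus biotin and DMSO controls · Plate – 1536-well format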
Shn3 3UTR inh: reduces Shn3 3'UTR luciferase signal in osteoblasts; Clone20 osteoblast Shn3 3'UTR firefly luciferase, 24 h; inhibition, % at 12.5 µM; 0.52% of 360,000 active; AID 588674;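 active = mean inhibition of at least 75% with every replicate also reaching 75%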;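 note: 0% = median of neutral control wells and 100% = pilot-screen positive control compound; some compounds past the cut are filed as inactive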
* = called active by the depositor; / = no result given. A portion of the library, so the mix of outcomes need not match the whole.

SMILES | CF NFkB block | NR2E3 ag-1 | Peg3 promoter | TRPM1 prom inh | TROY signal inh | HIF-2a block | TWEAK-Fn14 inh | KKLEB cytotox | TRAIL sens C8 | NR2E3 ag-2 | Shn3 3UTR inh
O=c1cc(CO)oc(C(Nc2ccccn2)c2ccccc2F)c1O (stereo not drawn) | 16 | 4 | -8 | -1 | 2 | 5 | -6 | -18 | -1 | 4 | 1
CCNC(=O)C1CCCN(C(=O)c2ccc(OC(F)F)cc2)CC1 (stereo not drawn) | -8 | -8 | 1 | / | -9 | 11 | -4 | 0 | 8 | / | 9
CC(C)C[C@H](NC(=O)Nc1ccc2c(c1)OCCO2)C(=O)O | -6 | -7 | 11 | -4 | -11 | 8 | -11 | 5 | -17 | 1 | 5
O=C(CC(C(=O)O)c1c(F)cccc1Cl)c1ccc(Cl)cc1 (stereo not drawn) | 9 | 4 | 15 | 1 | 7 | 6 | -11 | 7 | 14 | 4 | -12
Cc1ccccc1CCN(C(=O)c1csnn1)C(C(=O)NC1CCCC1)c1ccco1 (stereo not drawn) | 2 | 0 | 13 | 0 | -1 | -3 | 34 | 12 | 2 | -1 | -13
CNc1ccc(/C=C/C(=O)c2ccc3c(c2)OCCO3)cc1[N+](=O)[O-] | 14 | -36 | -98 | -8 | -36 | -66 | 5 | -12 | -9 | 1 | 1
O=C(NC12CC3CC(CC(C3)C1)C2)C1CCCN1C(=O)Nc1ccccc1 (stereo not drawn) | -15 | 0 | 12 | -1 | 10 | 10 | 8 | 7 | 5 | 0 | 7
COc1ccc(C2CC(=O)N(CC(=O)NCC3CCCO3)c3ccccc3S2)cc1 (stereo not drawn) | -6 | 21 | -6 | 1 | 52* | -8 | 47 | 8 | 1 | 3 | 0
COc1cc2c3c(c1)c(N=NC(N)=S)c(O)n3C(C)(C)C=C2C | -17 | 6 | -52 | 9 | -21 | -3 | -42 | -21 | 37 | 1 | -1
CCCNC(=O)COC(=O)c1cccnc1Nc1ccccc1F | 16 | -11 | 1 | 1 | -23 | -14 | 0 | -10 | -11 | 1 | 4
N#Cc1c(-c2ccccc2)cc(-c2ccccc2)nc1SCc1nnc(-c2ccccc2)o1 | -42 | -9 | 13 | -5 | -7 | 7 | -18 | -14 | 27 | 2 | 68
Cn1c(=O)c2c(nc(CN3CCN(C(=O)c4ccco4)CC3)n2CC(N)=O)n(C)c1=O | -4 | -18 | 15 | -10 | -32 | 11 | -10 | -4 | 4 | 1 | 3
CCOc1ccc(NC(=O)C2CC3CCC2C3)cc1 (stereo not drawn) | 12 | -56 | -112 | / | -21 | -193 | -15 | 6 | 32 | 0 | -77
Cc1cnc(NC(=O)CSc2nnc(Cc3ccccc3)o2)s1 | -4 | -2 | 6 | 2 | -12 | -6 | 15 | 4 | 12 | -1 | -14
O=C(CCC1CCCCC1)N1CCN(Cc2ccc3c(c2)OCO3)CC1 | -10 | 6 | 14 | -8 | 7 | 20 | -15 | -1 | -7 | 4 | -10
CSc1cccc(NC(=O)c2ccco2)c1 | 2 | -27 | -50 | -24 | -19 | -159 | -30 | -4 | -7 | 2 | -53
CCc1c(C)sc(NC(=S)Nc2nc(C)cc(C)n2)c1C(=O)OC | -11 | -3 | 13 | 7 | 7 | -1 | 13 | 5 | 3 | -1 | -6
CSCC[C@H](NC(=O)C1CCN(S(=O)(=O)c2ccccc2)CC1)C(=O)NC1CC1 | -22 | -16 | -3 | 12 | -2 | -8 | 20 | 2 | -9 | 0 | -14
O=C(NCc1ccco1)c1cc2nc(-c3ccc4c(c3)OCO4)cc(C(F)(F)F)n2n1 | -1 | 5 | 6 | -4 | -12 | -11 | -27 | 15 | -2 | 1 | 4
C=C(Br)Cn1c(CC)nc2ccccc21 | 3 | -4 | -7 | -6 | 26 | 1 | -21 | 10 | 4 | -4 | -9
O=C(CCCN1C(=O)/C(=C/c2ccc(F)cc2)SC1=S)Nc1ccc(C(=O)O)cc1 | 11 | 9 | 8 | / | -2 | 2 | -3 | -4 | -1 | / | 4
C[C@@H]1CN([C@H](C)CO)C(=O)CCCn2nncc2CO[C@@H]1CN(C)C(=O)c1ccncc1 | -19 | 0 | 2 | / | 9 | 2 | -7 | 8 | -10 | / | -5
CC(=O)Nc1cccc(C(=O)OCC(=O)N2CCN(C(=O)COC(=O)c3cccc(NC(C)=O)c3)CC2)c1 | -4 | -9 | -2 | 6 | -15 | -9 | -11 | 1 | -13 | / | 4
Cc1ccc(N2C(=O)c3ccc(C(=O)N4CCN(c5ccccc5F)CC4)cc3C2=O)cc1 | 20 | 7 | 11 | / | 14 | 12 | -5 | -8 | 5 | 2 | 10
CCn1c(=S)[nH]c2ccccc21 | 1 | 1 | -26 | 0 | / | 18 | 20 | 6 | -2 | -3 | -16

New compounds follow:
SMILES | CF NFkB block | NR2E3 ag-1 | Peg3 promoter | TRPM1 prom inh | TROY signal inh | HIF-2a block | TWEAK-Fn14 inh | KKLEB cytotox | TRAIL sens C8 | NR2E3 ag-2 | Shn3 3UTR inh
CSc1nc(-c2ccc(Cl)cc2)nn1S(=O)(=O)c1ccccc1 | -8 | -64 | -208 | -72 | -46 | -218 | -20 | 14 | 21 | 4 | -19
CCc1ccc(C2C3=C(CC(C)(C)CC3=O)OC3=C2C(=O)CC(C)(C)C3)cc1 | -11 | 11 | 15 | -3 | -1 | 11 | 18 | 2 | -3 | 4 | 3
CCc1nc(C)cn1S(=O)(=O)c1ccc([N+](=O)[O-])cc1 | -23 | 2 | 5 | -2 | 9 | 13 | 4 | 15 | -4 | 2 | 5
CC(CN1CCCCC1)OC(=O)c1ccc(Cl)cc1 (stereo not drawn) | 14 | -6 | 22 | 2 | 1 | 11 | -6 | -4 | -10 | 1 | -2
COCCNC(=O)c1ccc(NS(C)(=O)=O)cc1 | -10 | -22 | -6 | 3 | 2 | -4 | -9 | 10 | -4 | 5 | 2
N#C/C(=N\Nc1cccc2ccccc12)c1nnc2n1CCCCC2 | -12 | -38 | -37 | -9 | -41 | -58 | -34 | -22 | 2 | -2 | 4
O=C(Nc1ccc(S(=O)(=O)N2CCOCC2)cc1)c1ccc(Cl)c([N+](=O)[O-])c1 | 8 | -41 | 7 | 6 | 14 | 10 | -34 | -10 | 19 | / | 19
O=Cc1c(N2CCOCC2)nc2ccccn2c1=O | 6 | -11 | 1 | 8 | -4 | 18 | 7 | -5 | 2 | 3 | -6
COc1ccc(NCc2nnc(SCC(=O)Nc3cc(C)cc(C)c3)o2)cc1 | -2 | -23 | 0 | -4 | 2 | 22 | -7 | 9 | -4 | 2 | 2
COc1cc(-c2cc(OC)c3c(C)oc(C)c3c(=O)c2)ccc1O | -14 | -33 | 8 | 2 | 5 | -4 | 5 | -2 | -9 | -7 | 12
Cc1ccc(C)c(NC(=O)C(=O)NCCc2c[nH]c3ccccc23)c1 | 21 | -6 | -7 | -10 | -12 | -29 | -4 | -6 | -2 | 10 | 9
CCOC(=O)N1CCN(S(=O)(=O)c2ccc(C(=O)N(CCN(C)C)c3nc4ccc(Cl)cc4s3)cc2)CC1 | 25 | -27 | -101 | -57 | -29 | -116 | -11 | -11 | -10 | 0 | -17
Cc1ccc[n+](/C(C(=S)NCc2ccco2)=C(/[O-])c2ccccc2Cl)c1 | -2 | -27 | 9 | -2 | 0 | 4 | -2 | 7 | 1 | 0 | -2
Cc1c2cnn(CC(=O)NC3CCCC3)c(=O)c2c(C)n1Cc1ccccc1 | -7 | -74 | -215 | -13 | -32 | -138 | -11 | 1 | 7 | 0 | -12
O=C(N/N=C/c1cccnc1)c1cccc(F)c1 | -5 | -64 | -9 | -9 | -27 | -56 | -17 | 0 | -37 | 0 | 9
COc1ccc(C(=O)CN2C(=O)COc3ccccc32)cc1 | 20 | -15 | -15 | -7 | -1 | -8 | 12 | -10 | 3 | -3 | -9

Part of the list above, limited to Peg3 promoter, CF NFkB block and Shn3 3UTR inh:
SMILES | Peg3 promoter | CF NFkB block | Shn3 3UTR inh
COc1cc(-c2cc(OC)c3c(C)oc(C)c3c(=O)c2)ccc1O | 8 | -14 | 12
Cc1ccc(C)c(NC(=O)C(=O)NCCc2c[nH]c3ccccc23)c1 | -7 | 21 | 9
CCOC(=O)N1CCN(S(=O)(=O)c2ccc(C(=O)N(CCN(C)C)c3nc4ccc(Cl)cc4s3)cc2)CC1 | -101 | 25 | -17
Cc1ccc[n+](/C(C(=S)NCc2ccco2)=C(/[O-])c2ccccc2Cl)c1 | 9 | -2 | -2
Cc1c2cnn(CC(=O)NC3CCCC3)c(=O)c2c(C)n1Cc1ccccc1 | -215 | -7 | -12
O=C(N/N=C/c1cccnc1)c1cccc(F)c1 | -9 | -5 | 9

Of the compounds above, 2 have a cyano group.
SMILES | CF NFkB block | NR2E3 ag-1 | Peg3 promoter | TRPM1 prom inh | TROY signal inh | HIF-2a block | TWEAK-Fn14 inh | KKLEB cytotox | TRAIL sens C8 | NR2E3 ag-2 | Shn3 3UTR inh
N#Cc1c(-c2ccccc2)cc(-c2ccccc2)nc1SCc1nnc(-c2ccccc2)o1 | -42 | -9 | 13 | -5 | -7 | 7 | -18 | -14 | 27 | 2 | 68
N#C/C(=N\Nc1cccc2ccccc12)c1nnc2n1CCCCC2 | -12 | -38 | -37 | -9 | -41 | -58 | -34 | -22 | 2 | -2 | 4

By substructure, the compounds so far containing an NH in an aromatic ring (2)
SMILES | CF NFkB block | NR2E3 ag-1 | Peg3 promoter | TRPM1 prom inh | TROY signal inh | HIF-2a block | TWEAK-Fn14 inh | KKLEB cytotox | TRAIL sens C8 | NR2E3 ag-2 | Shn3 3UTR inh
CCn1c(=S)[nH]c2ccccc21 | 1 | 1 | -26 | 0 | / | 18 | 20 | 6 | -2 | -3 | -16
Cc1ccc(C)c(NC(=O)C(=O)NCCc2c[nH]c3ccccc23)c1 | 21 | -6 | -7 | -10 | -12 | -29 | -4 | -6 | -2 | 10 | 9
